Assay outcomes deposited in PubChem by Broad Institute.
NSD2 HMT inh: inhibitors of human histone methyltransferase NSD2 | O96028 | NSD2 peptide methylation, AlphaScreen, 120 min | inhibition, % at 12.5 µM | 310,000 tested, 0.54% active; in the data active means inhibition above about 50%
Target sequence (O96028 whole entry, looked up): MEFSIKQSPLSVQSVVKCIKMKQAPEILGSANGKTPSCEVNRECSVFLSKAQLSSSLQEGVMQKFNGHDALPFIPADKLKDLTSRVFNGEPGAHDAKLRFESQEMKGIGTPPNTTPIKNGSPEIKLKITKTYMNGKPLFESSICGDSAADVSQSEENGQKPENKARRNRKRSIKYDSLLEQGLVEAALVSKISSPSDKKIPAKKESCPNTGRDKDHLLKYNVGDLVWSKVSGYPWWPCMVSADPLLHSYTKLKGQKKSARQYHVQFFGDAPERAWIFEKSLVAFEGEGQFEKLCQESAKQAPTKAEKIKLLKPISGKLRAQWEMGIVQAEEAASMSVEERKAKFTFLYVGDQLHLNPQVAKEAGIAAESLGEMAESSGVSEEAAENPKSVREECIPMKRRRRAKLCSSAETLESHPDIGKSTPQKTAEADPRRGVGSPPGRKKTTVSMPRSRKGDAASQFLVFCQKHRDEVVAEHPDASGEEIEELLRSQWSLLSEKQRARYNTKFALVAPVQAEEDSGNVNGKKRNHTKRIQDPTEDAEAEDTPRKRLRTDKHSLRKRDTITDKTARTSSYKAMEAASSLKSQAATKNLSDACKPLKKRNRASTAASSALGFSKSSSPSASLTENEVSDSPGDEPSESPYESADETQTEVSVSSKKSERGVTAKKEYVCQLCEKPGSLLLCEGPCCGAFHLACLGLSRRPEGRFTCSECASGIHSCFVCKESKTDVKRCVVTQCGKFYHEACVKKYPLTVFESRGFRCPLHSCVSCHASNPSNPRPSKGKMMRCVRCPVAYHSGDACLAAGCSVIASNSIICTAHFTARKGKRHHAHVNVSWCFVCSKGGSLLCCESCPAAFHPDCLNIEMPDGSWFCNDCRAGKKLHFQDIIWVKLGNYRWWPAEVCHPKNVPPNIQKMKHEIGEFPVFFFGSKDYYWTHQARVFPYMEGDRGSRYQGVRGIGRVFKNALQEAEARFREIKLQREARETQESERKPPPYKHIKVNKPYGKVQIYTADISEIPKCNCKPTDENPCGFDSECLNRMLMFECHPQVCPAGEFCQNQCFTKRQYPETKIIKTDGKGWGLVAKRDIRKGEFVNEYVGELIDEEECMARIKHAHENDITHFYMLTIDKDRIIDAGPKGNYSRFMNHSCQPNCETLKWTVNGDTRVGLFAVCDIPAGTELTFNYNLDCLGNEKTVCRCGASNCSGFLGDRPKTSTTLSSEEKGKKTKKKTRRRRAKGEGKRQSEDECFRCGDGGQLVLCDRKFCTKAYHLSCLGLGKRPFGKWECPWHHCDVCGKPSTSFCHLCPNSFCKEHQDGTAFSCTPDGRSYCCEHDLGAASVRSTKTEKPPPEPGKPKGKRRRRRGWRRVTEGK
* hit, by the source's call. Some of the compounds tested; count on the stated rates, not on these rows.

NSD2 HMT inh | SMILES
1.5 | COC(=O)[C@@]12C[C@@H](CC(=O)N3CCSCC3)C(=O)N(Cc3ccc4c(c3)OCO4)C1=CCC(C)(C)C2
-0.8 | CN(C(=O)c1ccc2c(c1)CCO2)C(C)(C)C
-4.6 | COc1ccc(-c2csc(C(O)c3ccccc3)n2)cc1 (stereo unspecified)
0.5 | CC1(C(=O)NCC2CCOCC2)Cc2c(-c3cccc(C(N)=O)c3)ccnc2O1 (stereo unspecified)
6.6 | CCN(CC)CCCN1C(=O)C(=O)/C(=C(/O)c2ccc3c(c2)OCO3)C1c1ccccn1 (stereo unspecified)
-1.8 | Cc1cccc(NC(=O)CSCC(=O)Nc2ccccc2C(=O)N2CCCCC2)c1
0.7 | Oc1ccc(Cl)c(CN2CCN(c3ncc(Cc4ccccc4)cn3)CC2)c1
-6.5 | Cc1ccc(C2c3c(oc4ccccc4c3=O)C(=O)N2c2nnc(C)s2)o1 (stereo unspecified)
-0.7 | O=C(NCCc1ccc(Cl)cc1)c1cc(S(=O)(=O)N2CCCC2)ccc1F
-3.0 | CCc1nc2ccc(C(=O)NCc3cccs3)cn2c1N(C)Cc1nccs1
7.5 | COC(=O)c1cc(S(=O)(=O)N2CCN(c3ccccc3C)CC2)cn1C
6.4 | O=CC(=Cc1ccccc1)c1ccccc1
-4.2 | CC(C)c1ccc(CC(=O)N2CCC2(C)C(=O)Nc2ccccc2)cc1 (stereo unspecified)
-1.7 | CC1Sc2ccc(C#N)cc2N(Cc2cccc(C(F)(F)F)c2)C1=O (stereo unspecified)
0.2 | CSc1ccccc1-c1cnc(NC(C)=O)cn1
-0.8 | CCCN(CC(=O)Nc1ccccc1C)C(=O)/C=C/c1ccc(OC)c(OC)c1
7.4 | c1ccc(COc2cccc(-c3cc4nc(NCCc5ccncc5)ccn4n3)c2)cc1
-2.7 | FC(F)c1nc2nc(Cl)c(Cl)nc2[nH]1
-1.6 | O=C(Nc1ccc(F)cc1)c1cc2c(s1)CCCC2
25.7 | COc1ccc(-c2nc(NCCN(C)C)nc3ccsc23)c(C)c1
-6.7 | CC1(C(=O)Nc2ccc3[nH]ncc3c2)CCN1C(=O)Cc1ccc(-c2ccccc2)cc1 (stereo unspecified)
-2.1 | CC(/C=N/n1c(-c2ccccn2)n[nH]c1=S)=C\c1ccccc1
-1.1 | COc1ccccc1CCc1nnc(CCC(=O)NCCC2CCCCO2)o1 (stereo unspecified)
-3.3 | CC1CCC(C(C)C)C(NC(=O)c2ccncc2)C1 (stereo unspecified)
0.2 | CC(C)(C)C(=O)Nc1nnc([C@H]2C[C@H](O)[C@@H](CO)O2)s1
-2.5 | O=[N+]([O-])c1ccc(CSc2nnc(-c3cccc(Cl)c3)n2Cc2ccco2)cc1
-0.2 | CC1(C(=O)NS(=O)(=O)c2ccc(F)cc2F)CCN1C(=O)CCc1ccc(Cl)cc1Cl (stereo unspecified)
5.3 | O=C1C(CSCc2ccccc2)NC(=S)N1c1ccccc1 (stereo unspecified)
2.1 | Cc1cccc2sc(=S)[nH]c12
-1.8 | O=C(COC(=O)C1CCC1)Nc1cc(S(=O)(=O)N2CCOCC2)ccc1Cl
-14.4 | O=C(Nc1ccc2c(c1)OCO2)c1ccc2sc([C@@H]3O[C@H](CO)[C@@H](O)[C@H]3O)nc2c1
-2.6 | CCOC(=O)C1(C)CCN1C(=O)c1ccccc1C (stereo unspecified)
1.1 | CC(=O)NCCc1c[nH]c2ccc(OCc3ccccc3)cc12
-1.5 | CCc1ccccc1OCC(=O)Nc1nnc(C2CC2)s1
-1.5 | O=C(O)C(Cc1ccccc1)N1C(=O)C2C3CCC(C3)C2C1=O (stereo unspecified)
5.7 | O=C(C1CCCN1S(=O)(=O)c1cccs1)N1CCc2ccccc2C1 (stereo unspecified)
4.7 | COc1ccc(OCCOC(=O)CNC(=O)c2ccc(F)cc2)cc1
0.1 | COc1ccc(OCC(O)CNS(=O)(=O)c2cccc(Cl)c2)cc1 (stereo unspecified)
4.0 | Cc1c(Br)cccc1NC(=O)C1(C)CCN1C(C)C (stereo unspecified)
2.5 | COCCCn1c(C)cc(C(=O)COC(=O)CCc2nc3ccccc3c(=O)[nH]2)c1C
1.2 | O=C(Nc1ccc(F)cc1F)c1cc(-c2ccc(Cl)cc2)nc2ccccc12
0.1 | C/C(CC(C)C)=N\Oc1nc(C)cc(C)n1
1.9 | Cc1cc(C)nc(/N=C2\NC(=O)CC(C(=O)O)N2c2cccc(Cl)c2)n1 (stereo unspecified)
1.4 | CCC(C(=O)Nc1ccc(C)cn1)c1ccccc1 (stereo unspecified)
-0.4 | CC(CNC(=O)CCCn1c(=O)c2cccn2c2cccnc21)c1ccccc1 (stereo unspecified)
-0.7 | CN(C)CCCNc1nc2cc(-c3ccccc3)sc2c(=O)n1C
-2.6 | CN1C(=S)SC(/[N+]([O-])=C/c2c(F)cccc2Cl)C1(C)C (stereo unspecified)
-0.4 | COc1cc(Cl)c(C)cc1NC(=O)c1ccccc1NC(=O)CN1CCN(C(C)=O)CC1
0.4 | CCC(CC)C(=O)N(C)c1c(C)nc2c(OCc3cccc(OC)c3)cccn12
3.8 | FC(F)(F)c1cccc(-c2cncc(N3CCN(CCN4CCCC4)CC3)n2)c1
32.7 | CCc1ncc(CO)n1Cc1cccc2ccccc12
-3.5 | CC(=O)N1CCN(CC(=O)O)CC1
-2.3 | CC(=O)Nc1ccc(-c2ccnc3c2CC(C(=O)Nc2ccccc2)O3)cc1 (stereo unspecified)
-0.6 | COC(=O)[C@@]12C[C@@H](CC(=O)NCc3cccs3)C(=O)N(CCc3ccc(OC)c(OC)c3)C1=CCC(C)(C)C2
26.3 | O=C(N[C@H]1CC[C@@H](CCNS(=O)(=O)c2ccccc2Cl)O[C@@H]1CO)c1ccccc1
-4.5 | CC(=O)Nc1sc2c(c1-c1nc3ccccc3s1)CN(C(C)C)C2
1.9 | Cc1ccc(-c2csc(NC(=O)CSc3nc(C)cc(=O)[nH]3)n2)cc1
2.1 | O=C(CNS(=O)(=O)c1ccccc1)N1CCN(c2ncccn2)CC1
2.8 | O=C(CCC(=O)N1CCN(c2ccc(O)cc2)CC1)c1ccc(Br)cc1
-1.8 | NS(=O)(=O)c1ccc(CNC(=O)c2cc(S(=O)(=O)N3CCOCC3)ccc2N2CCCC2)cc1

The list goes on:
NSD2 HMT inh | SMILES
-3.1 | CC(=O)c1cccc(-c2ccnc3c2CC(C(=O)NCc2ccc(F)c(F)c2)O3)c1 (stereo unspecified)
5.8 | CN1CCCC1(C)C(=O)Nc1ccc(-n2cccc2)cc1 (stereo unspecified)
0.0 | O=C(COC(=O)c1cccc(S(=O)(=O)N2CCCC2)c1)Nc1cccc(Br)c1
17.2 | COCCNc1nc(Oc2cccc(NC(C)=O)c2)c2sccc2n1
3.4 | CCCS(=O)(=O)NC(=O)C1(C)CCCN(C(=O)c2ccc3ccccc3n2)C1 (stereo unspecified)
9.3 | CCOc1cc(/C=N/NC(=O)c2ccncc2)cc(Br)c1O
6.1 | Cc1[nH]c2ccccc2c1/C=N/Nc1ccccn1
3.0 | CCCS(=O)(=O)NC(=O)C1(C)CCCN(C(=O)c2nc(C)oc2C)C1 (stereo unspecified)
-0.4 | O=C1C(=O)N(CCc2c[nH]c3ccccc23)C(c2cccnc2)/C1=C(/O)c1ccccc1 (stereo unspecified)
-1.1 | N#Cc1cnn(-c2ccccc2)c1NC(=O)CN1CCOCC1
-0.5 | CC1CN(C(=O)c2ccccc2)CCC1=NO (stereo unspecified)
-2.7 | N#Cc1c(Cl)cccc1N1CCC(C(N)=O)CC1
-2.0 | COc1ccc(C(=O)C[C@@H]2OC3CCCCC3N2S(=O)(=O)c2ccc(C)cc2)cc1OC (stereo partly specified)
1.6 | CC1(C(=O)NS(=O)(=O)Cc2ccccc2C(F)(F)F)CCN1C(=O)c1ccco1 (stereo unspecified)
16.9 | CCc1nc2c(OCc3ccc(C#N)cc3)cccn2c1N(C)C(=O)c1cccs1
-4.3 | Cc1ccc(NC(=O)Cc2cccc(OC(F)(F)F)c2)c(S(=O)(=O)N2CCOCC2)c1
-4.1 | COc1ccc(C(O)c2nc(-c3cc(F)cc(F)c3)cs2)cc1 (stereo unspecified)
-0.9 | CC(O)(C(=O)c1ccccc1)c1ccccc1 (stereo unspecified)
-13.7 | Nc1c(C(=O)c2ccccc2)sc2nsc(SCCN3CCOCC3)c12
-2.1 | CC(=O)c1cccc(NC(=O)c2cccc3c(-c4cccc(C(N)=O)c4)coc23)c1
0.3 | O=c1ccc2c(ccc3ncccc32)o1
9.2 | Cn1c(=O)c2cc(NC(=S)NC3CC3)ccc2n1C/C=C/c1ccccc1
0.1 | N#CCCN(C(=O)COC(=O)c1ccc(Cl)nc1)c1ccc2c(c1)OCCO2
7.4 | CCn1ncc2c(=O)c(C(=O)c3ccccc3)c[nH]c21
0.4 | Cn1c(=O)c2cccnc2c(=O)n1C
1.8 | Cc1ccc(-c2cc(-c3nnc(SCC(=O)N4c5ccccc5Sc5ccccc54)n3N)[nH]n2)cc1
6.0 | COc1ccc(OC)c(NC(=O)Nc2nnc([C@@H]3O[C@H](CO)[C@@H](O)[C@H]3O)s2)c1
-1.0 | Cc1c(C(=O)N2CCCC2(C)C(=O)NCC(C)C)oc2ccccc12 (stereo unspecified)
4.5 | Cn1c(SC/C=C/c2ccccc2)nnc1-c1cccnc1
4.5 | COc1cccc(C(O)c2nc(-c3ccc(N(C)C)cc3)cs2)c1 (stereo unspecified)
-1.5 | COc1ccc(NC(=O)COC(=O)c2c(NC(C)=O)sc(C)c2C)cc1
1.3 | Cc1ccccc1SCC(=O)NCC1(N2CCCCC2)CCCCC1
1.5 | Cc1ccc(CN(C(=O)c2cc(=O)c3cc(C)cc(C)c3o2)C2CCS(=O)(=O)C2)cc1 (stereo unspecified)
-0.7 | NC(c1csc(Nc2cc(Oc3ccccc3)ncn2)n1)c1ccccc1Cl (stereo unspecified)
-11.4 | COCCN(C(=O)COC(=O)C1CC(=O)N(c2ccc(C)cc2)C1)c1c(N)n(Cc2ccccc2)c(=O)[nH]c1=O (stereo unspecified)
-1.4 | N#Cc1ccc(-c2cccs2)nc1SCc1cccnc1
-1.3 | COc1ccc(CC(=O)NCc2ccccc2F)cc1S(=O)(=O)N1CCOCC1
-2.9 | CC1(C(=O)NS(=O)(=O)c2ccccc2)CCN1C(=O)COc1ccc(Cl)cc1 (stereo unspecified)
3.4 | COc1ccc(-n2c(C)nc3sc4c(c3c2=O)CCCC4)cc1
1.0 | Cc1ccc(-c2cc(C(=O)NN=C/C=C/c3ccco3)[nH]n2)cc1C
-5.3 | CC(C)(C)c1cc(NC(=O)COC(=O)c2ccccc2)n(-c2ccccc2)n1
-0.6 | CCc1nc2ccc(C(=O)NCCCn3ccnc3)cn2c1N(C)C(=O)C1CCCCC1
-0.5 | O=C(Nc1ccccc1Cl)c1cc(C2CCCCN2S(=O)(=O)c2ccc(F)cc2F)on1 (stereo unspecified)
-0.1 | C#Cc1ccc(NC(=O)C2(C)CCN2C(=O)Cc2ccc(C(C)(C)C)cc2)cc1 (stereo unspecified)
-4.3 | O=S(=O)(c1ccccc1)C(Br)S(=O)(=O)c1ccccc1

5 of the compounds above, in CSV form:
molecule,NSD2 HMT inh
CCC(C(=O)Nc1ccc(C)cn1)c1ccccc1 (stereo unspecified),1.4
CC(CNC(=O)CCCn1c(=O)c2cccn2c2cccnc21)c1ccccc1 (stereo unspecified),-0.4
CN(C)CCCNc1nc2cc(-c3ccccc3)sc2c(=O)n1C,-0.7
CN1C(=S)SC(/[N+]([O-])=C/c2c(F)cccc2Cl)C1(C)C (stereo unspecified),-2.6
COc1cc(Cl)c(C)cc1NC(=O)c1ccccc1NC(=O)CN1CCN(C(C)=O)CC1,-0.4

Continuation.
NSD2 HMT inh | SMILES
1.9 | O=C1CS/C(=N/N=C/c2ccco2)N1Cc1ccc(F)cc1
9.3 | COC(=O)c1c(C)[nH]c(C(=O)COC(=O)CCc2ccc(OC)c(OC)c2)c1C
11.4 | c1ccc(Sc2ccccc2CN2CCCC2)cc1
-3.0 | Nn1c(SCc2ccc(F)cc2)nnc1-c1ccccn1
-4.1 | COc1ccc(-c2nnc3ccc(SCC(=O)N4CCN(c5ccccc5)CC4)nn23)cc1OC
-3.5 | Cc1cc(C(=O)N2CCC2(C)C(=O)NS(=O)(=O)c2ccc(Cl)cc2)nn1C (stereo unspecified)
-1.9 | Nc1ccn(C2C=CC(CO)O2)c(=O)n1 (stereo unspecified)
1.9 | O=C(Nc1cccc(C(=O)O)c1)/C(=C\c1cccc([N+](=O)[O-])c1)NC(=O)c1ccc(Br)cc1
4.5 | COc1cc(NC(=O)Nc2nc(C(N)C(C)C)cs2)cc(OC)c1OC (stereo unspecified)
-1.9 | O=S(=O)(Nc1ccc2c3c(cccc13)CC2)c1ccccc1
-2.7 | O=C(NCc1ccc(F)cc1)c1cc(C2CCCCN2C(=O)c2cccs2)on1 (stereo unspecified)
-2.9 | c1ccc(C2=NCCCO2)cc1
-0.7 | C/C(=N\NC(=O)C1CC1)c1ccc(NC(=O)c2ccc(Br)o2)cc1
-2.4 | CCc1nc(C)cc2c1sc1ccccc12
-14.6 | CN1C2CCCC1CC(NC(=O)c1nn(C)c3ccccc13)C2 (stereo unspecified)
-0.6 | CCCCNC(=O)c1ccc2nc(CC)c(N(CC)CCOC)n2c1
1.1 | O=C(CSc1nnc(-c2cccnc2)n1Cc1ccco1)Nc1cc(Cl)ccc1F
-1.4 | C#CCn1c2ccccc2c(=O)n1CCOc1ccccc1OC
0.7 | CC(=O)NC(c1cccc(F)c1)c1nc(-c2cccc(C(=O)O)c2)cs1 (stereo unspecified)
-2.3 | CC1C=CC(C)C(C(=O)c2ccccc2)C1C(=O)c1ccccc1 (stereo unspecified)
-1.7 | CC(C)Oc1cc(F)ccc1-c1cc(C(=O)NC2CCCCC2)[nH]n1
3.1 | CCCOc1ccc(CCCN=C(N)N)cc1Cl

Compounds listed so far that contain a cyano group, in the order listed:
NSD2 HMT inh | SMILES
-1.7 | CC1Sc2ccc(C#N)cc2N(Cc2cccc(C(F)(F)F)c2)C1=O (stereo unspecified)
-1.1 | N#Cc1cnn(-c2ccccc2)c1NC(=O)CN1CCOCC1
-2.7 | N#Cc1c(Cl)cccc1N1CCC(C(N)=O)CC1
16.9 | CCc1nc2c(OCc3ccc(C#N)cc3)cccn2c1N(C)C(=O)c1cccs1
0.1 | N#CCCN(C(=O)COC(=O)c1ccc(Cl)nc1)c1ccc2c(c1)OCCO2
-1.4 | N#Cc1ccc(-c2cccs2)nc1SCc1cccnc1
